# PolyA inh – polyadenylation inhibitors in yeast reporter cells, primary screen, luminescence, S. cerevisiae; calls only at 12 µM; hit rate 0.02% among 300,000; S. cerevisiae SKY197-pL101 polyadenylation reporter, beta-gal luminescence; efflux-impaired pdr1/pdr3 knockout yeast; score 100 = 6 SD above DMSO; AID 1875, 2009;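 active = lowest replicate activity score at least 50, where 100 means six control SD above control mean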;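 also: yeast exposed to compound for 9 h at 30 °C; higher score means more reporter readthrough which indicates perturbed polyadenylation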
# GSK3A inh – blockers of GSK3A enzyme activity – biochemical, luminescence, cell-free homogeneous, HTS, primary screen. Glycogen synthase kinase-3 alpha (Homo sapiens), P49840. GSK-3 alpha kinase, ADP-Glo luminescence, 60 min. inhibition, % at 10 µM. hit rate 0.1% among 320,000. AID 2650, 2010;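 in the data active = inhibition above about 50%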;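 also: GST-tagged GSK-3 alpha with peptide substrate and 25 µM ATP; 0% = DMSO neutral wells and 100% = GW8510 positive control wells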
# Target sequence (P49840 whole entry, looked up): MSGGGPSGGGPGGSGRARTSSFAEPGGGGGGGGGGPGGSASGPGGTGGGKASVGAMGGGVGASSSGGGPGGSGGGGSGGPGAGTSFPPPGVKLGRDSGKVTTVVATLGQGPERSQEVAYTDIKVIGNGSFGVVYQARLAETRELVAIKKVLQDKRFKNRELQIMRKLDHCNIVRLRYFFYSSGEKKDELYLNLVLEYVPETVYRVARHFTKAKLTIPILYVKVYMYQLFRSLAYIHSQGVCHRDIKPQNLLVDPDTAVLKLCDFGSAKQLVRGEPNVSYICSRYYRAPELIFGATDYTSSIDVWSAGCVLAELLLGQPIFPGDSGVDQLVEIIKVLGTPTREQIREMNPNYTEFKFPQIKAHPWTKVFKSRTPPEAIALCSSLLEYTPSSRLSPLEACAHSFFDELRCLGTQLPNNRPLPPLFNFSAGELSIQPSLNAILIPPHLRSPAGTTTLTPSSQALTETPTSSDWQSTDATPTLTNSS
# HSF1 inhib – HSF1 inhibitors in luciferase reporter cells, primary screen, cell-based, NIH3T3, luminescence; AID 2098, 2009; hit rate 0.77% among 300,000; NIH3T3-HGL HSE-luciferase, MG132-induced, luminescence 8 h; stronger effect = lower value; activity change, negative = inhibition, % at 7.5 µM (by protocol);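 active = more than half of replicate wells show activity change below -50%, luminescence cut by over half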;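 also: luciferase reports HSF-1 transcriptional activity via heat shock element; 0% = median of DMSO wells and -100% = zero luminescence signal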
# HSF1 activator – HSF-1 activators, primary screen, NIH3T3-HGL cells, MG132 stress, luminescence, single point; NIH3T3-HGL HSF-1 luciferase reporter, 8 h; 100% = twice DMSO control signal; activation, % at 9 µM; hit rate 1.7% among 300,000; AID 504408, 2011;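 active = mean replicate activation of at least 50% with a set share of replicates each reaching 50%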;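 also: 0% = median of the neutral control wells and 100% = twice that signal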
# IEC-6 cytotox – cytotoxicity in IEC-6 intestinal epithelial cells, primary screen, cytotoxicity control for KLF5 inhibitor project, cell-based, luminescence; IEC-6 cytotoxicity, luminescence viability; inhibition, % at 5 µM; hit rate 0.78% among 290,000; in the data active = inhibition above about 22%;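 also: 0% = plate median of test compound wells and 100% = cytotoxic reference compound wells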
# aSyn 5UTR inh – MLPCN primary screen, SNCA 5' untranslated region; alpha-synuclein 5'UTR reporter, inhibitor activity; hit rate 0.82% among 300,000; inhibition, % (tested at 7.5 µM); in the data active = inhibition above about 60%;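 also: H4 neuroglioblastoma cells stably carrying SNCA 5'UTR luciferase fusion; 0% = DMSO wells and 100% = positive control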
# GSK3B inh – human GSK3beta kinase inhibitors, primary screen, biochemical, cell-free homogeneous, HTS | Glycogen synthase kinase-3 beta (Homo sapiens), P49841 | GST-GSK3beta kinase, ADP-Glo luminescence, 60 min; stronger effect = lower value | activity score (negative = inhibition), % at 10 µM | hit rate 0.038% among 300,000;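 active = more than half of replicate wells score below -50%, meaning over 50% inhibition versus plate controls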;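 also: 0% = median DMSO wells and -100% = median GW8510 positive control wells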
# Target sequence (P49841 whole entry, looked up): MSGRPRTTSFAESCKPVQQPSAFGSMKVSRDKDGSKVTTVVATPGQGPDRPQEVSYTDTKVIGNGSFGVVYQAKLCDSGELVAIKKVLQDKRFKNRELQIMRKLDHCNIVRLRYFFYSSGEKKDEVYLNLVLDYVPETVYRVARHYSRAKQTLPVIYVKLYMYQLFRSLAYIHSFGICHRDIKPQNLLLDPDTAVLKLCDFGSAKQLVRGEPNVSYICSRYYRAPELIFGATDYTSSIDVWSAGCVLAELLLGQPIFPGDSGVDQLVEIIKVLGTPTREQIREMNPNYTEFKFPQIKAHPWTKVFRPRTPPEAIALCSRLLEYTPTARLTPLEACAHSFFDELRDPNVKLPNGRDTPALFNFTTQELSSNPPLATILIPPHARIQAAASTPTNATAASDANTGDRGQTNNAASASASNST
#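 Test system – GST-tagged human GSK3beta kinase, cell-free · Incubation – 60 min enzyme reaction, room temperature · Signal – ADP-Glo luminescence · Also added – peptide substrate and ATP at 25 µM · Controls – DMSO neutral wells and GW8510 at 20 µM as positive · Buffer or medium – Tris/MgCl2 kinase buffer · Measure – Luminescence-derived activity versus plate DMSO and GW8510 wells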
# HSP90 inh – HSP90 inhibitors, primary screen, cell lysate, luminescence; inhibition, % at 5.6 µM; hit rate 0.91% among 290,000; Rabbit reticulocyte lysate, luciferase refolding luminescence, 3 h; Heat shock protein HSP 90 (rabbit reticulocyte lysate; luciferase refolding);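 active = inhibition above the screen-wide mean plus 3 SD, computed separately per campaign, cut at about 16% in these data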;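 also: 0% = DMSO wells and 100% = 60 µM geldanamycin wells; inhibitors lower the luminescence because luciferase stays unfolded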
# AI-2 QS mod – Vibrio harveyi AI-2 quorum sensing modulators, primary screen, JMH597 strain, luminescence/OD600 ratio. activity change, % at 7.5 µM. hit rate 0.4% among 300,000. Vibrio harveyi JMH597 AI-2 luminescence/OD600 ratio, 9 h; stronger effect = lower value; strain lacks LuxN and CqsS sensors; 0 = neutral-control median; in the data active = activity change below about -75%, passing the limit was not always enough;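 also: luminescence divided by OD600 gain over 9 h not by final OD600 alone; inactives centre near 13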
# KLF5 inh – KLF5 expression inhibitors, primary screen, DLD-1 cells, luminescence; hit rate 0.23% among 290,000; DLD-1 KLF5 promoter-luciferase reporter; inhibition, % at 5 µM;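 active = inhibition above a per-plate limit of that plate's mean compound inhibition plus 3 SD, cut at about 60% in these data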;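 also: 0% = DMSO wells and 100% = LY294002 at 200 µM; higher means less KLF5 promoter-driven luciferase light; inactives centre near -14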
# The depositor's hits bear a star; i = inactive; x = not tested or not shown. The list is partial, so the mix of outcomes need not match the whole.
Compound	PolyA inh	GSK3A inh	HSF1 inhib	HSF1 activator	IEC-6 cytotox	aSyn 5UTR inh	GSK3B inh	HSP90 inh	AI-2 QS mod	KLF5 inh
Cc1cc(Nc2nc3c(c(=O)n(C)c(=O)n3C)n2C)n(-c2ccc(Cl)cc2)n1	i	0.1	-2.7	-17.0	-2.3	15.2	2.9	1.4	12.7	-31.4
CC1=CC(c2ccc(Cl)cc2)n2nc(NS(=O)(=O)c3ccc(C)cc3)nc2N1 (centres undefined)	i	-3.4	-6.9	4.6	4.6	-21.2	1.2	0.0	5.0	-7.1
CCc1ccc(N(CC(=O)N2CCOCC2)S(C)(=O)=O)cc1	i	-0.8	-6.4	-0.5	0.4	-11.7	2.1	-5.7	14.7	-30.4
NC(=O)c1nsc(C(=O)N(CC(=O)NCc2ccc3c(c2)OCO3)C2CCCCC2)c1N	i	-2.3	-8.7	3.1	3.0	-0.4	-2.2	-0.3	-7.4	-37.7
O=C(O)CCC(=O)N1CCOc2ccc(Cl)cc21	i	-1.9	-2.1	-11.4	0.9	7.9	2.1	-2.4	16.8	-10.3
Cn1c(-c2ccc3c(c2)OCO3)cnc1NCc1cccc(O)c1	i	3.9	1.9	8.0	-1.2	-46.7	-4.5	-1.1	26.1	-15.4
Cc1cccc(N2CCN(C(=O)CN(C)S(=O)(=O)c3ccc4c(c3)CCC(=O)N4)CC2)c1C	i	-0.1	-3.6	8.8	4.6	17.4	1.4	0.1	6.4	-25.4
O=C(Cc1cccc2ccccc12)Nc1ccc(OC(F)F)c(Cl)c1	i	-2.8	-1.2	-8.9	4.4	13.5	2.7	1.1	23.5	-18.6
O=C1c2ccccc2C(=O)N1CCCc1nc(-c2ccccn2)no1	i	-1.3	-2.9	39.3	-6.9	-7.1	-5.1	-2.8	-4.7	-14.1
COc1ccc(Cc2nnc(N)s2)cc1OC	i	-1.7	-1.2	-12.2	-0.7	14.0	4.2	-4.5	6.6	-19.8
COc1ccc(N2C(=O)c3ccccc3NC2c2ccc(OC)c(CSc3ccccn3)c2)cc1 (centres undefined)	i	-1.3	12.6	19.2	-2.5	-89.0	-2.9	4.0	0.2	-81.0
O=C(COC(=O)Cc1c[nH]c2ccccc12)Nc1ccccc1	i	0.1	-8.0	-13.3	-0.4	23.1	0.2	-4.7	49.7	-30.1
CC1CCCCN1CCCNC(=O)c1ccc(NC(=O)C2=CSCCO2)cc1 (centres undefined)	i	-1.5	-4.5	0.5	-3.4	-10.9	2.4	-2.0	7.1	-34.6
Cc1ccc(OCCN2CCNCC2)c([N+](=O)[O-])c1	i	0.5	5.5	13.3	-9.7	-26.5	-22.3	-1.7	13.3	11.7
O=C(CCc1nnc(C2(c3ccc(Cl)cc3)CCC2)o1)NC1CC1	i	1.8	7.4	-0.8	-0.8	-15.5	5.5	-1.8	30.2	-0.9
Cc1ccc(C(=O)NN(C)c2nc3ccccc3nc2C(F)(F)F)cc1	i	-6.6	-7.7	-6.0	-7.8	15.0	1.3	-1.3	11.3	9.6
CC1Cc2cc(/C(O)=C3/C(=O)C(=O)N(CCN4CCOCC4)C3c3ccc([N+](=O)[O-])cc3)ccc2O1 (centres undefined)	i	-0.5	-4.1	-0.2	-10.5	19.8	1.2	-2.8	15.4	-28.0
CC1C(=O)N2CCCc3cc(NC(=O)C4CC4)cc1c32 (centres undefined)	i	3.2	-2.5	4.8	x	-4.8	1.8	x	4.4	x
Cc1sc2nc(CSCC(=O)Nc3c(Cl)cccc3Cl)[nH]c(=O)c2c1C	i	1.0	4.8	16.3	14.9	10.0	1.8	35.8*	20.6	-66.4
Cc1ccc2oc(=O)c3cc(C(=O)NCCN4CCN(C)CC4)sc3c2c1	i	x	3.6	5.5	7.2	-1.2	1.3	-5.5	-30.5	-13.4
COc1cccc(-n2c(C)nc3c(cnn3-c3ccc(Cl)cc3)c2=O)c1	i	-0.6	-0.9	-9.8	1.5	-14.8	0.0	-1.7	5.2	-41.3
Cc1cccc(C2(c3cccc(C)c3)CC2C(=O)Nc2ccc([N+](=O)[O-])cc2O)c1 (centres undefined)	i	-0.8	4.5	18.2	-4.3	20.1	1.0	-4.1	25.2	-3.4
Cc1cccc(NC(=O)CSCC(=O)Nc2cc(Cl)ccc2N2CCOCC2)c1	i	-0.1	6.2	-16.7	x	-1.4	-1.7	x	29.7	x
CCCC1(C)NC(=O)c2ccccc2O1 (centres undefined)	i	-2.6	15.2	-8.1	-3.2	9.9	-1.6	-1.9	7.9	4.3
CCOC(=O)c1c(NC(=S)N2CCOCC2)sc2c1CCN(C(=O)OCC)C2	i	-0.5	32.9	27.7	5.4	-53.0	4.0	5.5	43.9	-35.3
Cc1c(/C=N/NC(N)=O)c2ccccn2c1C(=O)c1ccc(F)cc1	i	2.7	-4.1	29.8	6.2	5.6	-4.4	6.1	11.5	9.2
Cc1nc2ccccn2c1/C(O)=C1\C(=O)C(=O)N(CCN2CCOCC2)C1c1cccs1 (centres undefined)	i	-2.7	3.4	-11.1	0.6	-3.8	-0.9	1.3	15.4	1.7
O=C(/C=C/c1cccc(F)c1)Nc1nccs1	i	1.4	6.7	45.2	4.8	-209.2	1.5	-9.0	6.8	-107.5
Cc1ccc(COC(=O)CCc2nc3ccccc3c(=O)[nH]2)cc1	i	-4.1	10.5	43.5	-0.2	5.6	-1.4	2.2	14.5	3.0
Cc1cccc(OCCCC(=O)NCCc2ccccc2)c1	i	-2.5	-5.6	-1.8	4.4	-51.5	5.4	-2.5	18.3	-35.5
COCc1cc(C)nc(SCC[N+](C)(C)CC(=O)Nc2cccc(C)c2)c1C#N	i	4.3	-7.1	-10.8	0.3	13.9	-0.5	0.8	19.8	-18.7
O=C(O)c1ccccc1C(=O)c1cccs1	i	-0.6	0.1	-7.5	0.4	-2.2	1.4	-1.8	35.0	-14.4
COc1ccc(-c2sc3ccc(OC)cc3c2C#CCCO)cc1	i	3.6	7.6	6.8	-1.4	-15.4	-1.0	-3.1	-10.0	-15.9
CN=C(NC#N)NCCSCc1nc[nH]c1C	i	-2.7	2.7	-0.2	-2.7	-2.2	5.1	-1.4	9.3	-10.2
CCCCCc1nnc(NC(=O)NS(=O)(=O)c2ccc(C)cc2)s1	i	-2.3	3.9	9.4	-0.8	3.6	0.4	1.1	37.4	-6.5
Cc1ccc2oc(-c3ccc(NC(=O)CC(C)C)cc3)nc2c1	i	-2.2	12.4	43.6	-3.6	-76.6	2.0	-1.8	9.8	-146.8
C=CCNCC#CCOc1ccc(OC)cc1	i	1.8	-7.4	-6.3	-1.9	-2.7	2.6	4.9	9.0	-32.6
CSCC[C@H](NS(=O)(=O)c1ccc(C)cc1)C(=O)N1CCC(C(=O)N[C@@H](Cc2ccc(O)cc2)C(=O)O)CC1	i	-2.7	-4.5	-0.9	5.4	25.2	5.8	0.7	24.4	-13.6
CCN(CC)S(=O)(=O)c1cccc(C(=O)NCC2CCCO2)c1 (centres undefined)	i	-2.4	-1.8	-3.6	-1.8	10.6	2.5	-1.5	4.5	-7.1
COc1cc2c(cc1OC)[C@H](Cc1ccc(O)cc1)NCC2	i	5.7	-1.0	-10.9	-4.1	5.6	-0.8	4.6	10.4	-14.4
O=C(CNC(=O)c1nc[nH]c1C(=O)N1CCc2ccccc2C1)OCc1ccccc1	i	-3.5	8.2	-12.2	0.9	21.9	5.0	-3.2	10.1	-0.6
COc1cccc(CNc2ccc(F)c(Cl)c2)c1O	i	-1.3	61.1	75.4*	3.3	-183.8	1.1	-4.0	-19.8	-55.7
CCOC(=O)C1C(c2ccccc2)N(C)OC1(O)C(F)(F)F (centres undefined)	i	0.1	-12.8	-18.5	-3.7	-9.8	-2.6	-4.1	10.0	-2.7
Cn1cc(C(=O)N/N=C/c2cccs2)c2ccccc21	i	1.7	19.3	22.5	4.2	-181.0	1.2	-0.2	1.1	-10.2
O=C(Cn1nnc2ccccc21)N1CCCCC1	i	-0.7	0.2	15.7	-0.7	2.9	-2.8	6.1	-0.9	-2.9
COc1cccc(C(C(=O)Nc2ccc(F)cc2)N(C(=O)Cn2nnc3ccccc32)C2CC2)c1 (centres undefined)	i	0.4	3.0	-8.5	-4.4	15.7	-4.2	2.7	4.2	-8.2
COc1cc(C(C)=O)ccc1Oc1ncccn1	i	-2.1	-9.6	-9.4	6.3	0.4	-1.7	4.8	12.0	-11.6
CCOC(=O)CN1CC23C=CC(O2)C(C(=O)Nc2ccc(C(C)=O)cc2)C3C1=O (centres undefined)	i	0.1	-11.1	-9.5	-2.5	2.2	0.7	-2.8	14.6	-26.1
O=C1CSC(c2ccccc2)N1Nc1nc(N2CCOCC2)nc(N2CCOCC2)n1 (centres undefined)	i	2.1	-1.7	2.2	-1.0	29.4	-3.1	1.8	14.1	-18.6
Cc1ccnc(NC(=O)c2ccc3c(c2)C(=O)N(CC(C)C)C3=O)c1	i	-0.6	18.9	32.4	2.0	-44.4	0.4	8.1	-1.3	-164.3
COc1ccccc1NC(=O)CN1CCN(CC(=O)Nc2ccc(OCc3ccccc3)cc2)CC1	i	0.1	10.6	11.2	-6.2	-0.4	1.6	8.3	22.1	-22.5
CCCS(=O)(=O)N1CCN(C(=O)c2ccc(-c3ccccc3)cc2)CC1	i	-2.1	3.2	-10.4	2.0	19.9	4.4	-1.6	13.7	-5.0
CC(C)c1ccc(NC(=O)CCN2C(=O)c3ccc([N+](=O)[O-])cc3C2=O)cc1	i	0.5	-8.0	-2.2	3.5	-1.6	-3.1	2.1	-6.6	-9.3
COc1cccc(NC(=O)CNC(=O)c2ccc(C)o2)c1	i	0.9	-0.4	3.2	-1.1	1.4	-0.6	2.9	2.1	-37.3
COc1ccc(-c2nn(-c3ccccc3)cc2/C=C/C(=O)NCCCn2ccnc2)cc1OC	i	-0.3	0.5	6.1	0.0	53.9	2.5	12.3	16.8	-32.2
Cc1cc(=O)[nH]c(SCc2cccc3ccccc23)n1	i	-3.8	-2.7	-1.7	-2.2	8.8	-4.1	-1.6	21.8	-50.6

# High-throughput results: PubChem, several laboratories
